Source: PubChem (several laboratories)
NS3 helicase inh: HCV NS3 helicase inhibition; NS3 helicase DNA unwinding, Cy5 molecular beacon fluorescence; inhibition, % at 10.9 µM; 0.56% of 290,000 active;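 active = inhibition above the mean of all tested compounds plus 3 SD, set per campaign, cut at about 35% in these data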;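 also: 0% = DMSO wells and 100% = thioflavine S control wells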
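Assay system: hepatitis C virus NS3 helicase domain fragment enzyme. Also added: annealed dual-labelled DNA beacon duplex, ATP-started. Timing: 1 h reaction at 25 °C, ATP-initiated. Technique: Cy5 fluorescence at 0 and 60 min, beacon hairpin quenching. Evaluation: % inhibition of unwinding. Replication: one well per compound.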
DNA FID counter: fluorescent intercalator displacement, NS3 helicase counter-screen; DNA fluorescent intercalator displacement, fluorescence; inhibition, % at 7.9 µM; 0.17% of 290,000 active; AID 1845; in the data active = inhibition above about 37%;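 also: 0% = vehicle and 100% = reference compound; higher means more ethidium bromide displaced from hairpin DNA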
M18AAP inhibitor: blocks P. falciparum M18 aspartyl aminopeptidase; recombinant PfM18AAP, H-Glu-NHMec fluorogenic cleavage; 1.2% of 290,000 active; inhibition, % at 7.35 µM; AID 1822;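 active = inhibition above the campaign mean inhibition over all tested compounds plus 3 SD, cut at about 28% in these data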;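 also: 0% = plate median of test compound wells and 100% = 2 mM ZnCl2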
SUMO HTRF inh: SUMOylation inhibition; P63279; HTRF SUMOylation assay, SAE1/SAE2 + UBC9, in vitro; inhibition, % at 35 µM; 0.36% of 290,000 active; AID 2006; in the data active = inhibition above about 50%, passing the limit was not always enough; also: strong numbers were not always called active
IDE act: boosts human insulin-degrading enzyme activity in HEK cells; P14735; FAbeta-B cleavage, fluorescence polarization; 0% vehicle, 100% cell-free pure enzyme wells; activation, % at 5.96 µM; 0.073% of 340,000 active;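 active = activation above the mean of all tested compounds plus 3 SD, set per screening campaign, cut at about 17% in these data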
Target sequence (P14735 whole entry, looked up): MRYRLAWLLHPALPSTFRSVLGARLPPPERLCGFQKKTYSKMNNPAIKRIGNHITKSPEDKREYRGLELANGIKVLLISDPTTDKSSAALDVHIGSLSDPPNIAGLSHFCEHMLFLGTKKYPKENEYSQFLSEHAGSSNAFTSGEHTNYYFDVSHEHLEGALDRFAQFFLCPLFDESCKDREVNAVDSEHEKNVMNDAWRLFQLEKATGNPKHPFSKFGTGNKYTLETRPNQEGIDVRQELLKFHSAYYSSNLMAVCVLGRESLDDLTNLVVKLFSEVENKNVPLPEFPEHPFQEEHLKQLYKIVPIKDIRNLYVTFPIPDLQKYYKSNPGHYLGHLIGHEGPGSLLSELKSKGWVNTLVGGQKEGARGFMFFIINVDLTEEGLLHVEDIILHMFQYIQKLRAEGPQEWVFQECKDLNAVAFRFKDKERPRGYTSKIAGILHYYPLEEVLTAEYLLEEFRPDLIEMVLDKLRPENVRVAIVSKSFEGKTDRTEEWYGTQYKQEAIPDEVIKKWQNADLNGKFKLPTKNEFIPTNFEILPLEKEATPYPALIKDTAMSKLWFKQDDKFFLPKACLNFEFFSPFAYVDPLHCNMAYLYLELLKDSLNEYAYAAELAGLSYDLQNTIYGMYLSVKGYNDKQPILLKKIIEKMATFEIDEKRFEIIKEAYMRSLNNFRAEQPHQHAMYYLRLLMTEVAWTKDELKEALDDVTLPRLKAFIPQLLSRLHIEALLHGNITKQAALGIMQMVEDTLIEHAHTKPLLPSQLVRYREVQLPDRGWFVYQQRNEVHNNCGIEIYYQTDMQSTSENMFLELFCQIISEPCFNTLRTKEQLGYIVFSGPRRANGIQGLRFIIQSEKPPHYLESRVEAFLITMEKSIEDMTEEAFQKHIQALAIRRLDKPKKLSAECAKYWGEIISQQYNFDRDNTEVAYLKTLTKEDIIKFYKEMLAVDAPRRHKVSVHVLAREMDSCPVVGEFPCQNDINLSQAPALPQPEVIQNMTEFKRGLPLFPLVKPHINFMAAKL
IMP-1 inhibitor: inhibitors of Pseudomonas aeruginosa IMP-1 metallo-beta-lactamase; purified IMP-1, nitrocefin hydrolysis, epi-absorbance fluorescence; 0.45% of 290,000 active; inhibition, % at 5.6 µM;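 active = inhibition above the mean plus 3 SD of all compounds in the same screening run, cut at about 4.5% in these data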;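 also: 0% = IMP-1 with DMSO and 100% = DMSO wells lacking enzyme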
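Test system: recombinant IMP-1 enzyme, purified / Medium: HEPES buffer pH 7.1 with ZnSO4 and Brij 35 / Doses: single dose, 5.6 µM / Times: 25 °C, 15 min preincubation, 25 min reaction / Detection: Epi-absorbance via hydrolysed-nitrocefin quenching of white-plate fluorescence, 480/530 nm, EDTA stop / Evaluation: percent inhibition from optical density relative to buffer-blank wells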
VIM-2 inh: inhibitors of Pseudomonas aeruginosa VIM-2 metallo-beta-lactamase. purified VIM-2, nitrocefin hydrolysis, epi-absorbance fluorescence. inhibition, % at 5.6 µM. 0.89% of 290,000 active. AID 1527;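 active = inhibition above the mean of all tested compounds plus 3 SD, cutoff set per screening run, cut at about 7.5% in these data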;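 also: red hydrolysis product quenches plate fluorescence so inhibitors raise well fluorescence; 0% = enzyme with DMSO and 100% = DMSO without enzyme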
pCIP destab: compounds decreasing mouse p/CIP protein stability. Q05BA5. F442A p/CIP-EGFP cells, EGFP fluorescence, 16 h. decrease of EGFP signal, % at 10 µM. 0.01% of 290,000 active. AID 1984;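 active = EGFP signal decrease of at least 30% at 10 µM or well 3 SD below plate mean, unless failing retest; inactive = the rest, including hits failing retest or dose response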; also: some compounds called inactive have numbers as strong as hits; many of its hits are not listed in these tables
IDE inh: inhibitors of human insulin-degrading enzyme in cells; 0.41% of 320,000 active; inhibition, % at 5.59 µM; P14735; HEK cells, FAbetaB cleavage, fluorescence polarization;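 active = percent inhibition above the average of all tested compounds plus 3 SD, set per screening campaign, cut at about 16% in these data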;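 also: IDE supplied by intact live HEK cells; FP after avidin binding of uncleaved biotin substrate so inhibition keeps polarization high; 0% = DMSO wells and 100% = 60 µM reference IDE inhibitor Ii1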
Active calls of the source: *; / = not tested or not shown. This is a random part of the collection. Share with any hit: about 3.6%.

SMILES	NS3 helicase inh	DNA FID counter	M18AAP inhibitor	SUMO HTRF inh	IDE act	IMP-1 inhibitor	VIM-2 inh	pCIP destab	IDE inh
COc1cc(C(=O)N2CCN=C2c2ccccc2)cc(OC)c1OC	-3	-3	-12	20	2	1.9	2.7	1	8
O=C(Nc1cccc(Cl)c1)N1CCOCC1	2	-1	0	4	4	-2.4	0.4	-4	0
CC(C)(C)NS(=O)(=O)c1ccc(CCC(=O)NCc2ccccn2)cc1	4	-8	-3	-6	-1	-2.7	-2.6	0	7
CC(Sc1nnc(-c2ccc(C(C)(C)C)cc2)n1C)C(N)=O (stereo not given)	-3	-14	2	2	-1	-2.4	-4.1	-2	1
Cc1ccc(Sc2cc(C(=O)NCCN(C)C)c3ccccc3n2)cc1	-41	20	0	1	5	-3.6	-2.9	2	4
CCOC(=O)Cc1nc2ccccc2[nH]1	-4	-3	-2	22	-1	-3.6	-2.2	-5	-1
C=CCSc1nnc(NC(=O)CCNC(=O)c2ccco2)s1	7	-12	2	-5	1	-1.8	-0.6	10	5
CCOc1ccc(N2C(=O)/C(=C/c3ccccc3)N=C2SC)cc1	0	-3	-6	25	7	-1.0	0.6	6	-1
O=C(NC1CCCC1)c1cnn2c(C(F)(F)F)cc(-c3ccc4c(c3)OCO4)nc12	-1	-3	1	6	19*	0.1	-1.0	0	-2
COC(=O)c1ccc(CN2CCN(CCCc3ccccc3)C(CCO)C2)cc1 (stereo not given)	-2	7	0	16	2	-1.3	-1.7	-5	4
Cc1ccc2[nH]c(=O)c(C(c3nnnn3C(C)(C)C)N(Cc3ccco3)CC3CCCO3)cc2c1 (stereo not given)	9	-20	14	-16	-4	-3.4	-2.2	2	7
CN(C)c1nc2n(c(=O)n1)C(C#N)CS2 (stereo not given)	10	-6	-3	15	7	-0.9	-2.1	-37	4
COC(=O)Cc1ccc(NC(=O)c2ccc(C(C)(C)C)cc2)cc1	-8	-26	3	2	4	-4.2	-1.2	-19	-2
O=C(O)c1ccccc1NCCO	-10	-1	2	16	5	-3.2	-2.2	10	-6
CCn1c(SCC(=O)N2CCCC2)nnc1-c1ccco1	7	-5	-1	5	-5	-6.9	-2.7	-7	-2
O=S(=O)(c1ccc(Nc2ccc(-c3ccc4c(c3)OCCO4)nn2)cc1)N1CCCC1	0	-4	2	-22	-3	-3.3	-1.8	-7	9
CCCCCN(C(=O)NC(=O)Nc1ccc(C)cc1C)S(C)(=O)=O	-4	-4	-1	5	0	-4.2	-2.7	-12	2
CS(=O)(=O)c1ccc(Cl)c(NC(=O)c2cccc(Br)c2)c1	0	-7	1	-6	4	-5.2	-3.2	0	-1
Cc1ccc2c(c1)C1CN(C)CCC1N2C(=O)COc1ccc(N(C)C(=O)c2ccccc2)cc1 (stereo not given)	-5	9	0	2	5	-2.8	-5.0	-2	-2
Nc1nnnn1CC(=O)N/N=C/c1ccc(-c2cccc(Cl)c2)o1	-4	-2	2	19	2	-2.0	-2.8	-6	5
COc1cccc(NC(=O)Cn2c(=O)n(-c3ccccc3)c(=O)c3sccc32)c1	-5	-1	-9	23	6	0.5	0.8	-1	4
CC(C)NC(=O)C(C)n1cccc1C(=O)c1ccccc1 (stereo not given)	-2	-3	4	28	2	-5.9	-4.1	-6	6
CCCN(CCC)Cc1c(C(=O)N/N=C/c2ccsc2)nnn1-c1nonc1N	-7	-22	-7	-6	3	-0.2	1.0	6	-6
C[C@@H](CSc1ccccc1)CN1CC[C@H](O)CCC1=O	44*	-21	8	6	-5	-0.7	-2.8	1	11
COCCCNC(=O)Cn1c(=O)n(Cc2ccc(F)cc2)c(=O)c2sccc21	1	-4	1	6	8	-1.8	-1.1	-7	-2
Later entries
SMILES	NS3 helicase inh	DNA FID counter	M18AAP inhibitor	SUMO HTRF inh	IDE act	IMP-1 inhibitor	VIM-2 inh	pCIP destab	IDE inh
Cc1ccccc1-c1nc(CS(=O)(=O)CC(=O)NCCCN2CCCC2)c(C)o1	-81	5	-1	9	9	-3.5	2.2	-3	3
Cn1c(=O)c2c(nc(SCC(=O)O)n2Cc2cccc(C(F)(F)F)c2)n(C)c1=O	14	-41	4	6	-2	-2.4	-1.4	-4	4
Cn1cnnc1SCC(=O)N1CCC(Cc2ccccc2)CC1	-29	-6	4	4	4	0.0	-1.7	-1	5
O=S(=O)(Nc1cccc2cn[nH]c12)c1ccc(F)cc1	1	-2	-6	9	4	-4.4	-4.8	1	0
Cc1cccc(S(=O)(=O)N2CCN(Cc3ccc4c(c3)OCO4)CC2)c1	-3	-16	-1	14	-1	-2.0	-0.5	-8	2
O=C(Nc1ccc(S(=O)(=O)Nc2ncccn2)cc1)c1ccccc1Br	6	-5	-1	-7	-1	-2.8	-0.1	-2	-7
O=C1CCc2cc(S(=O)(=O)N3CCN(c4cccc(Cl)c4)CC3)ccc2N1	0	2	9	19	9	-2.6	-2.2	15	4
Cc1cccc(OCC(=O)N/N=C\c2cc3c(cc2[N+](=O)[O-])OCO3)c1C	6	-14	11	9	0	0.2	-3.0	5	-1
CCOc1ccc(C(C(=O)NCCC(C)C)N(CCO)C(=O)c2snc(C(N)=O)c2N)cc1 (stereo not given)	-2	-25	1	-3	0	-2.8	-2.1	2	1
CN(c1ccccc1)S(=O)(=O)c1cccc(NS(=O)(=O)c2ccc(/C=C/C(=O)O)cc2)c1	22	-23	1	-1	6	-1.6	-2.8	-6	3
COc1ccc(CNC(=O)Cn2cncn2)cc1OC	3	6	3	8	0	-4.4	-2.1	-6	-6
COc1ccc(-n2cnc3scc(-c4ccc(OC)c(OC)c4)c3c2=O)cc1	-2	-28	1	1	3	-4.4	-6.4	0	2
O=C(O)c1cc([N+](=O)[O-])ccc1NCc1ccccc1Cl	20	-24	5	22	1	-2.6	11*	-3	7
Cc1cccc(NC(=O)NNC(=O)COc2ccc3ccccc3c2)c1	0	-14	-13	2	0	-0.3	1.1	0	-5
COc1ccc(C2C(C(=O)NC(C)C)c3ccccc3C(=O)N2C)cc1OC (stereo not given)	3	-4	1	-7	4	-2.8	-1.0	-6	-3
CCOC(=O)c1[nH]c(C)c(C(=O)N2CCN(c3ccc(OC)cc3)CC2)c1C	-7	-27	10	3	9	0.0	-1.6	-10	2
CCOC(=O)N1CCN(S(=O)(=O)c2cc(Br)cc3c2N(C(=O)CC)CC3)CC1	-2	0	-5	23	4	-0.3	0.7	7	-4
CSCC[C@H](NC(=O)[C@@H]1Cc2ccccc2CN1)C(=O)NC1CCCCC1	14	-2	8	11	-4	-0.8	-1.6	-1	5
O=C(c1ccccc1)C(O)C(c1ccccc1)N1CCOCC1 (stereo not given)	-4	-5	-5	12	-2	-2.2	-1.1	-4	-4
COc1ccc(CCNC(=O)c2cc(C(C)C)on2)cc1OC	8	-21	-8	-9	-2	-2.4	-4.1	-3	1
CC(=O)c1c(C)[nH]c(C(=O)COC(=O)CN(C)S(=O)(=O)c2ccc(Cl)cc2)c1C	9	-6	0	4	-2	-1.2	-1.0	-2	-3
Cc1ccc(-c2cc(C(=O)Nc3ccc(S(=O)(=O)Nc4ncccn4)cc3)[nH]n2)c(O)c1C	-2	-9	5	31	-26	-4.3	-1.8	6	31*
O=P(C(=NCCO)NO)(N1CCOCC1)N1CCOCC1	4	-2	6	7	2	-2.9	-1.0	-15	0
Cc1ccc(/C=N/NC(=O)c2cccc([N+](=O)[O-])c2)o1	6	3	8	8	5	-3.7	-6.8	-3	0
O=C(OCc1cnc(Cl)s1)c1c(F)cccc1F	5	-3	3	19	-1	-2.5	0.6	-26	-1

Three compounds drawn at random from the list so far, as already listed:
SMILES	NS3 helicase inh	DNA FID counter	M18AAP inhibitor	SUMO HTRF inh	IDE act	IMP-1 inhibitor	VIM-2 inh	pCIP destab	IDE inh
O=S(=O)(Nc1cccc2cn[nH]c12)c1ccc(F)cc1	1	-2	-6	9	4	-4.4	-4.8	1	0
O=C(OCc1cnc(Cl)s1)c1c(F)cccc1F	5	-3	3	19	-1	-2.5	0.6	-26	-1
CCOC(=O)N1CCN(S(=O)(=O)c2cc(Br)cc3c2N(C(=O)CC)CC3)CC1	-2	0	-5	23	4	-0.3	0.7	7	-4

New compounds follow
SMILES	NS3 helicase inh	DNA FID counter	M18AAP inhibitor	SUMO HTRF inh	IDE act	IMP-1 inhibitor	VIM-2 inh	pCIP destab	IDE inh
COc1ccc(C2NC(=O)CCC2[N+](=O)[O-])cc1OC (stereo not given)	4	-9	0	8	-5	-2.6	-2.6	-12	7
CN1CCN(CCCNC(=O)c2cc3c(=O)oc4ccccc4c3s2)CC1	3	12	3	12	0	-3.0	7.8*	-3	2
COc1ccc(NC(=O)NCc2ccncc2)cc1	-31	1	-5	16	3	-2.5	-1.4	-4	-2
CCCC1(c2ccccc2)NC(=O)N(C/C=C/Cl)C1=O (stereo not given)	15	-13	1	6	5	-2.4	-2.8	-6	0
CCC(C(=O)NCc1ccc(F)cc1)n1nc(C)n2c(cc3occc32)c1=O (stereo not given)	0	-30	4	15	4	-0.6	-1.4	-6	-7
COc1ccc(-c2nnc(N3CCOCC3)c3ccccc23)cc1	19	-30	1	0	13	-2.2	-1.1	-12	6
COC(=O)N/N=C/c1cccc(OC(=O)c2ccc3c(c2)OCO3)c1	4	-10	3	7	-4	-3.2	0.0	-13	14
CCN(Cc1cc(=O)n2ccsc2n1)Cc1nc2cc(OC)c(OC)cc2c(=O)[nH]1	3	-19	-6	12	5	-3.9	-3.4	8	-11
CN(NC1OC(=O)c2ccccc21)c1ccc(C(F)(F)F)cc1[N+](=O)[O-] (stereo not given)	0	-28	-17	32	/	0.9	0.3	-2	5
Cn1c(=O)c2cn3c(c2n(C)c1=O)C(c1ccccc1)CC(c1ccccc1)=N3 (stereo not given)	-2	-18	9	13	6	-3.1	-3.0	-5	-2
O=[N+]([O-])c1ccc(N2CCN(C(=S)NC3CCCCC3)CC2)cc1	0	7	7	6	3	-1.8	-1.6	-15	-2
O=C(CCNS(=O)(=O)c1cccc2nsnc12)N1CCc2ccccc21	15	-5	-13	-10	-1	-0.1	-0.6	10	5
COc1ccc(Sc2ccccc2CN(C)C)cc1OC	-3	3	-12	30	6	-3.2	0.4	5	1
CC1CC(=O)N(C)c2ccc([N+](=O)[O-])cc2N1 (stereo not given)	0	5	4	19	5	-4.1	-5.1	-8	3
Clc1ccc(-c2nnc(-c3cccnc3)o2)cc1	-6	-8	-6	12	1	-2.4	1.8	-2	1
COc1cccc(C2/C(=C(\O)c3ccc4c(c3)OCCO4)C(=O)C(=O)N2CCN(C)C)c1 (stereo not given)	4	-4	-4	12	0	-2.8	-4.8	4	0
Cc1cc(=O)oc(C)c1C(=O)NC12CC3CC(CC(C3)C1)C2	8	-1	-2	13	5	-2.2	-3.2	-12	3
Cn1cc(Br)c(C(=O)NNC(=O)Nc2ccccc2C(F)(F)F)n1	-8	-1	-3	9	4	-3.2	-1.1	-14	9
CC(=O)c1c(CSc2ccccc2)oc2ccc(O)c(CN(C)C)c12	-62	10	12	3	-3	-2.4	-0.6	4	-2
